APJ antag = antagonists of human apelin receptor APJ, primary screen, CHO-K1 cells, beta-arrestin complementation, luminescence; P35414; inhibition, % at 20 µM; hit rate 0.32% among 330,000; AID 2521, 2010;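 active means inhibition above about 40% at 20 µM, limit read from the data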;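 further: cells challenged with 10 nM apelin-13 agonist together with compound; plate controls were apelin-13 plus DMSO wells for no effect and DMSO wells lacking apelin-13 for full effect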
UPR XBP1 act = activators of adaptive XBP1 UPR arm, primary screen, cell-based, CHO-XBP1 luciferase reporter, luminescence, uHTS; activation, % at 20 µM; hit rate 0.33% among 330,000; IRE1-XBP1 UPR activation; percent of tunicamycin response, DMSO as zero;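 active means versus positive control, 20 µM dose yields 30% or more activation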;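 further: 100% = tunicamycin at 10 µg/mL and 0% = DMSO only wells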
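Material – CHO cell line with stable XBP1 luciferase reporter · Buffer or medium – F12 plus 10% FBS · Compound – single point, 20 µM final compound, 1% DMSO · Schedule – 16-18 h cell attachment at 37 °C, then 6 h compound exposure · Signal – Steady-Glo luminescence read · Benchmarks – high control tunicamycin 10 µg/mL final, low control DMSO vehicle only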
UPR CHOP act = activators of apoptotic CHOP UPR arm, primary screen, cell-based, CHO-CHOP luciferase reporter, luminescence, uHTS. hit rate 0.34% among 330,000. activation, % at 10 µM. UPR activation; percent of tunicamycin response over DMSO baseline;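 active means at 10 µM dose, activation of 40% or more, normalized to positive control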;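 further: 100% = tunicamycin at 10 µg/mL and 0% = DMSO alone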
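Dosing – one dose, 10 µM in 0.5% DMSO · System – CHO-CHOP cells, stable luciferase reporter of PERK-eIF2a-CHOP signalling · Input – 500 cells/well · Control set – tunicamycin 10 µg/mL final as positive, DMSO-only wells as negative · Timing – 6 h compound treatment, 37 °C · Measure – % activation vs tunicamycin · Technique – luminescence read with Steady-Glo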
Mdm2-MdmX inh = inhibitors of human Mdm2-MdmX association, primary screen, cell-based, luminescence, split luciferase, SaOS-2, uHTS. Protein Mdm4 (Homo sapiens) + E3 ubiquitin-protein ligase Mdm2 (Homo sapiens), …. SaOS-2 split-luciferase Mdm2/MdmX complementation. inhibition, % at 8 µM. hit rate 3% among 330,000;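 active means inhibition of at least 50% at 8 µM in the primary screen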
Target sequence (O15151 whole entry, looked up): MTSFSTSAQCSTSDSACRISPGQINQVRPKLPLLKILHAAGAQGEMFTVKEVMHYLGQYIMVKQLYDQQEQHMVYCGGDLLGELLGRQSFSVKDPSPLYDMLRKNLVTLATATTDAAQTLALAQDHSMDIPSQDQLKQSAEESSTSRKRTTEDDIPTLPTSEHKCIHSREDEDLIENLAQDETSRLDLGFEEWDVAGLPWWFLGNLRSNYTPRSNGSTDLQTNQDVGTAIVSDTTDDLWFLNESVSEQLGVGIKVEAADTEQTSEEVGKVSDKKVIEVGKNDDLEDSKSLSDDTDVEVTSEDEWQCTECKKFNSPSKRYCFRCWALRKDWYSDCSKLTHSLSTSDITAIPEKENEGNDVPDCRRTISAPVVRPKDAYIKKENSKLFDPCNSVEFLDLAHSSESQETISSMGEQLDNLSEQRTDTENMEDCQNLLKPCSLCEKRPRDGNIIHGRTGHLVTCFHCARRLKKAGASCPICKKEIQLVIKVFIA
Target sequence (Q00987 whole entry, looked up): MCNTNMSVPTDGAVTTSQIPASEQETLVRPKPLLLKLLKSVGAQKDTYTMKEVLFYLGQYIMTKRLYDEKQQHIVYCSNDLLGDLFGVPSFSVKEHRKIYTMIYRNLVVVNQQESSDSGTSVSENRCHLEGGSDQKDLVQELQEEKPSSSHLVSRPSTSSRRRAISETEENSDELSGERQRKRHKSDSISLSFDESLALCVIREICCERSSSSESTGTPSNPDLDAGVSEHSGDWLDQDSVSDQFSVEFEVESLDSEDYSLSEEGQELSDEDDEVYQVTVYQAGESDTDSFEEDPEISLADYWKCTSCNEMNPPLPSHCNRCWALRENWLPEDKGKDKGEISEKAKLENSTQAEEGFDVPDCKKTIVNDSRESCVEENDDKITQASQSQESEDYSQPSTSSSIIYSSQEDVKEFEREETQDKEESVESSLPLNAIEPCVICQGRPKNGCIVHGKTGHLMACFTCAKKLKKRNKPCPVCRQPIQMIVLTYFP
APJ agonist = agonists of human apelin receptor APJ, primary screen, CHO-K1 cells, PathHunter beta-arrestin, luminescence; P35414; 0% DMSO wells, 100% apelin; activation, % at 20 µM; hit rate 0.11% among 330,000;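 active means activation more than six SD over the plate average, tested at 20 µM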;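 further: 0% = DMSO alone and 100% = apelin-13 at 10 nM; some results filed as inactive read as strong as hits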
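Assay system – PathHunter CHO-K1 APJ (AGTRL-1) beta-arrestin reporter cells · Compound – one dose, 20 µM compound, 1% DMSO · Timing – compound 90 min 25 °C, reagent 1 h · Measured by – luminescence from split beta-galactosidase complementation, Galacton Star/Emerald II substrate · Measure – beta-arrestin recruitment to APJ as agonist activity, luminescent signal · Benchmarks – DMSO vs Apelin-13 10 nM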
TIM10 inh = growth inhibitors of isogenic TIM10 control yeast, primary screen, counter-screen for tim10-1 yeast inhibitor project, luminescence, uHTS | hit rate 1.4% among 330,000 | AID 463195, 2010 | S. cerevisiae TIM10 strain growth, BacTiter-Glo luminescence, 24 h | inhibition, % at 10 µM;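 active means inhibition of 40% or more at the single tested concentration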;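 further: wild-type TIM10 isogenic control strain grown at permissive 25 °C; 0% = DMSO yeast wells and 100% = minimal medium wells without yeast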
CXCR6 inh = CXCR6 receptor inhibitors, primary screen, cell-based, beta-arrestin, luminescence, CHO-K1 PathHunter, 1536-well; C-X-C chemokine receptor type 6 (Homo sapiens), O00574; inhibition, % at 20 µM; hit rate 0.36% among 360,000; AID 602244, 2012; in the data active means inhibition above about 34%, passing the limit was not always enough;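 further: antagonist mode with CXCL16 agonist at 10 nM final; 0% = 10 nM CXCL16 with DMSO and 100% = unstimulated wells without agonist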
tim10-1 inh = growth inhibitors of tim10-1 mutant yeast, primary screen, luminescence, uHTS. inhibition, % at 20 µM. S. cerevisiae tim10-1 ts strain growth, BacTiter-Glo, 24 h. hit rate 2.2% among 330,000. AID 463190, 2010;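 active means inhibition of at least 40%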;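 further: mutant grown at 25 °C; 0% = DMSO wells with yeast and 100% = wells holding no yeast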
tim23-1 inh = growth inhibitors of tim23-1 mutant yeast, primary screen, luminescence, uHTS. S. cerevisiae tim23-1 growth, BacTiter-Glo luminescence, 24 h. inhibition, % at 20 µM. hit rate 1.3% among 330,000. AID 463212, 2010;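 active means growth inhibition of the mutant yeast at or above 50%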;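 further: temperature-sensitive mutant grown at 25 °C; plate controls were DMSO-treated mutant yeast for no effect and medium wells lacking yeast for full effect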
* = called active by the depositor; nt = not tested or not shown. This is a subset; the hit share may differ from the screen's.

SMILES	APJ antag	UPR XBP1 act	UPR CHOP act	Mdm2-MdmX inh	APJ agonist	TIM10 inh	CXCR6 inh	tim10-1 inh	tim23-1 inh
NC(=O)C1CCN(C(=O)CC2C(=O)NCCN2Cc2cccc(Oc3ccccc3)c2)CC1 (stereo not given)	-41	-5	2.7	6	-2	4	-2	6	12
O=C(Nc1nc2c(Cl)ccc(Cl)c2s1)c1ccco1	-1	3	4.0	-34	-1	35	0	36	42
COc1cc(NC(=S)N2CCN(C(c3ccccc3)c3ccccc3)CC2)cc(OC)c1	18	-3	-0.3	67*	3	9	-3	29	7
CCC(C)NC(=O)C1CCCN(S(=O)(=O)c2ccc3c(c2)CC(C)N3C(=O)C2CC2)C1 (stereo not given)	8	0	0.5	31	-2	3	-3	-10	4
CCc1ccc2c(CN3CCC(C(=O)OC)CC3)cc(=O)oc2c1	11	0	1.0	-27	-2	17	1	23	18
CCCN(Cc1cc(=O)[nH]c2ccccc12)C(=O)CC	7	-1	-0.8	9	-6	2	-1	5	1
CCCCOC(=O)CCc1c(C)[nH]c(=S)[nH]c1=O	21	0	-1.5	27	-2	-3	1	-9	18
Cc1ccccc1NS(=O)(=O)c1ccc(C(=O)N2CCN(S(=O)(=O)c3ccccc3)CC2)cc1	-3	-4	-0.5	-4	-3	-3	-1	-7	6
O=C(OCCN(C1=NS(=O)(=O)c2ccccc21)c1ccc(Cl)cc1)c1ccco1	-5	3	-4.3	22	-2	13	12	11	28
CCC(C)(C)C1CCC2(CC1)NC(=O)N(CC(=O)NCCc1c[nH]c3ccccc13)C2=O (stereo not given)	-10	-4	-0.4	17	0	10	2	-7	-3
COc1ccc(C(=O)NNC(=O)CN2CCC(n3nnc4cc(F)ccc43)CC2)cc1	5	-6	0.4	17	-2	-5	-6	-8	-3
Cc1cccc(-c2nc(CN3CCCC(C(=O)NC4CCCC4)C3)c(C)o2)c1 (stereo not given)	-6	1	-0.2	21	-3	-6	4	19	9
Cc1ccc(Cn2c(CCC(=O)O)nc3ncccc3c2=O)cc1	-6	-6	-0.8	-25	1	-14	2	8	2
CNc1nc(Sc2cccc(C(F)(F)F)c2)cc(C(F)(F)F)n1	0	2	-3.5	-5	0	0	-3	31	17
O=C(Oc1c(Br)cc(Br)c2cccnc12)N1CCCCC1	9	-3	-1.6	15	1	1	0	23	36
CCOC(=O)c1ccc(NC(=S)N2CCN(c3ccccn3)CC2)cc1	0	-1	1.9	-2	0	1	1	-4	6
CCc1ccc(NC(=O)Cn2nnc(C(=O)NCc3ccco3)c2N)cc1	17	-3	0.0	15	-10	-11	-6	-7	0
Cc1nnc(NC(=O)CSCc2ccccc2)s1	-10	-2	0.3	24	-2	-2	0	13	12
O=C(CCCCCN1C(=O)c2ccccc2C1=O)Oc1ccc2c3c(c(=O)oc2c1)CCC3	16	0	-0.4	12	0	35	-5	32	31
C/C(CCc1ccccc1)=N\NC(=S)NCCc1ccccc1	6	3	-0.6	3	-3	4	26	27	30
COC(=O)c1ccc(COC(=O)C2CCN(S(=O)(=O)c3ccc(C)c(C)c3)CC2)o1	-6	-1	0.3	4	-4	20	-2	38	26
COc1ccc(OC)c(C2=NS(=O)(=O)N(C)C(C(=O)Nc3ccc(C(C)=O)cc3)=C2)c1	-8	-4	-2.3	17	-3	-18	7	18	8
CCC/C=C(\CCC)C(NC(=O)c1ccc(C(=O)OC)cc1)c1ccc(C(=O)OC)cc1 (stereo not given)	-38	-2	-2.3	3	-2	-2	nt	3	15
Cc1nnc(NC(=O)CSc2nccn2-c2cccc(C)c2C)s1	19	1	-1.4	38	-2	-2	-2	6	10
CC(=C/C(=O)O)/C=C/c1ccco1	9	0	-1.4	-2	2	11	1	21	15
CC(C)Cn1c(CCCNC(=O)c2ccco2)nc2ccccc21	12	-1	0.7	-7	-3	13	-1	10	13
Clc1cccc(CON/C=N/c2ncnc3sccc23)c1	13	-5	-1.9	19	-2	-5	-19	32	9
COc1ccc(S(=O)(=O)N2CCC(C(=O)NCCC(=O)Nc3nccs3)CC2)cc1	7	-2	1.0	18	-6	-5	-9	-4	-23
O=C(NC(=S)N1CCN(C2CCCCC2)CC1)c1ccccc1	-6	-1	4.0	0	2	-3	3	10	-4
COc1cccc(C(C2=C(O)CC(C)(C)CC2=O)C2C(=O)CC(C)(C)CC2=O)c1 (stereo not given)	-17	-1	2.7	-6	0	-13	1	12	7
CC1=C(C#N)C(=O)NC(=O)/C1=C/c1ccc(-c2ccc(S(N)(=O)=O)cc2)o1	-13	0	1.4	-5	-2	21	-2	10	12
Cn1c(=O)c(C(=O)Nc2ccccn2)c(O)c2ccccc21	1	-2	4.2	67*	13	33	-5	8	57*
O=C(CNC(=O)c1cccs1)N/N=C/c1c[nH]c2ccccc12	6	0	-1.9	25	-1	-4	4	-15	21
CCN(CC)Cc1c(C(=O)N/N=C/c2ccc(OCc3ccccc3C)cc2)nnn1-c1nonc1N	1	1	6.5	-29	-9	8	1	-8	2
C/C(=N/OC(=O)c1cccc(C(F)(F)F)c1)c1cnccn1	-16	1	0.0	10	-2	-14	0	31	17
Cc1cc(NC(=O)c2ccc(C)c(C)c2)no1	12	0	8.0	-35	-2	3	1	-8	17
CC(=O)Nc1ccc(S(=O)(=O)Nc2cccc3cccnc23)cc1	8	0	-1.2	18	-4	3	-4	24	17
C/C(Cl)=C/Cn1c(N2CCCC2)nc2c1c(=O)[nH]c(=O)n2C	-2	-2	1.1	-5	-2	3	-8	7	8
CCCSC1=NN2CCCC(=O)N=C2S1	11	-1	1.8	1	-1	-6	5	12	-2
Cc1ccc2cc(CN(Cc3ccco3)C(=O)NC3CCCCC3)c(=O)[nH]c2c1C	2	1	0.6	22	4	17	3	30	32
COC(=O)CCc1nc2ccccc2nc1OC	-6	-3	2.9	-11	-5	-4	-2	0	5
O=C(CSc1nnc(-c2c[nH]c3ccccc23)o1)c1ccc(-c2ccccc2)cc1	-1	1	2.2	-12	-3	2	5	26	8
O=S(=O)(NCCN1CCOCC1)c1ccc(F)c(Cl)c1	24	-2	-1.4	2	-4	-8	-8	-17	3
COc1ccccc1-n1cc(CN2CCCC(CO)(Cc3cccc(Cl)c3)C2)cn1 (stereo not given)	-13	0	1.7	13	-3	10	10	-2	13
CC(CCc1ccco1)NC(=O)Cn1ncc2c1-c1ccccc1OC2 (stereo not given)	6	-3	3.4	4	0	-1	2	13	12
O=[N+]([O-])c1ccccc1OCCCOc1cccc2cccnc12	11	8	7.9	-55	0	17	-12	14	41
CCOC(=O)/C=C/c1ccc2oc3ccccc3c(=O)c2c1	-3	1	3.2	-206	-4	12	0	20	19
c1csc(Cn2c(-c3cccs3)nc3ccccc32)c1	8	1	-2.4	12	-2	22	4	13	39
O=C(CNC1CCCCC1)Nc1cc(S(=O)(=O)N2CCOCC2)ccc1Cl	2	-3	1.3	-2	1	-1	3	4	13
CCOC(=O)N1CCN(C(=O)/C=C/c2ccc(OC)cc2)CC1	-7	-4	3.4	7	-5	-5	3	-8	-3
O=C(Cc1ccccc1)N/N=C/c1ccc(-c2ccc([N+](=O)[O-])cc2)o1	-18	0	1.0	19	1	3	0	19	-1
O=[N+]([O-])c1cccc(S(=O)(=O)NCc2ccccn2)c1	-12	-4	1.6	-18	-1	7	2	25	6
Cc1cc[n+](CC(=O)c2cc3ccccc3oc2=O)cc1	-3	-3	2.8	4	-2	14	-5	24	15
Cc1cc2oc(=O)cc(CSc3nc(N)cc(N)n3)c2cc1C(C)C	5	-7	-1.5	18	-2	3	-8	-20	-36
COc1cccc(NC(=O)CSc2ncnc3c2oc2ccccc23)c1	9	1	1.3	-13	-2	-7	9	-14	10
CCN(CC)C(=O)CSc1nnc(-c2ccccn2)n1-c1ccccc1OC	1	1	1.1	-29	-5	4	2	7	7
CC1(c2cccc(Br)c2)NC(=O)NC1=O (stereo not given)	11	-5	1.1	-3	0	4	0	-10	7
Cc1ccc(C(=O)NC2CC3CCC(C2)N3C)cc1 (stereo not given)	8	-2	0.0	11	-4	-1	1	-10	-14
CCOc1ccc(C(C)=O)cc1Cn1c(=O)oc2ccccc21	16	-3	0.1	12	-1	13	4	5	1
N#CC(c1cccc(Cl)c1)c1ncc(C(F)(F)F)cc1Cl (stereo not given)	14	-1	-2.1	7	1	5	8	28	20
Next structures follow.
SMILES	APJ antag	UPR XBP1 act	UPR CHOP act	Mdm2-MdmX inh	APJ agonist	TIM10 inh	CXCR6 inh	tim10-1 inh	tim23-1 inh
CCCCCC(O)(c1ccc(OC)cc1)C(CN1CCOCC1)c1ccccc1 (stereo not given)	3	5	-0.4	14	-2	29	14	40	35
Cc1noc(C)c1CSc1ccc(Br)cc1	10	-3	-0.9	15	-3	18	2	21	16
COc1cc(OC)cc(-c2c(C#Cc3ccsc3)c3cc(-c4ccccc4OC)ccc3n2C)c1	11	-2	-0.1	16	-2	3	-1	5	-6
O=C(CCSCc1ccccc1Cl)N1CCN(c2ccccn2)CC1	23	4	-1.5	-18	-3	-14	35	6	14
Cc1noc(C)c1COC(=O)c1cc2c3ccccc3n(C)c2s1	-21	-2	2.2	18	3	8	-2	30	-21
O=C(COC(=O)c1ccccc1Br)Nc1cc(S(=O)(=O)N2CCOCC2)ccc1N1CCCC1	10	-4	-1.8	-20	-3	9	4	6	24
O=C(CNc1ccc2ccccc2c1)N/N=C/c1ccccn1	-7	2	-0.6	3	-3	22	-4	28	32
Cc1ccc(C(=O)c2ccc(N3CCOCC3)c(F)c2)cc1	9	3	4.1	-35	-3	5	-11	12	14

Arranged by SMILES length (largest number first): part of the list above.
SMILES	APJ antag	UPR XBP1 act	UPR CHOP act	Mdm2-MdmX inh	APJ agonist	TIM10 inh	CXCR6 inh	tim10-1 inh	tim23-1 inh
O=C(COC(=O)c1ccccc1Br)Nc1cc(S(=O)(=O)N2CCOCC2)ccc1N1CCCC1	10	-4	-1.8	-20	-3	9	4	6	24
COc1cc(OC)cc(-c2c(C#Cc3ccsc3)c3cc(-c4ccccc4OC)ccc3n2C)c1	11	-2	-0.1	16	-2	3	-1	5	-6
Cc1noc(C)c1CSc1ccc(Br)cc1	10	-3	-0.9	15	-3	18	2	21	16

Bioassay records deposited in PubChem BioAssay by Sanford-Burnham Center for Chemical Genomics.
